Screening results (PubChem BioAssay)
SRC3 TRFRET art – counter-screen for PPARgamma SRC-3 recruitment agonists: TR-FRET artefact. PPARgamma/SRC-3 format; stronger effect = higher value. TR-FRET ratio at 8 µM. actives 0.39% (n = 99,000); in the data active = TR-FRET ratio above about 2000; note: inactives centre near 1600; reference of the scale not given here
SRC1 TRFRET art – counter-screen for PPARgamma SRC-1 recruitment agonists: TR-FRET artefact; TR-FRET detection artefact counter-screen, emission ratio; stronger effect = higher value; TR-FRET ratio at 8 µM; actives 0.34% (n = 99,000); in the data active = TR-FRET ratio above about 2300; note: inactives centre near 1800; reference of the scale not given here
Numbers without * were called inactive.

Results for Cc1cccc(NC(=O)CN2C(=O)S/C(=C\c3ccc(O)c([N+](=O)[O-])c3)C2=O)c1 ?
SRC3 TRFRET art: 1695; SRC1 TRFRET art: 1995

How did COc1cccc(NC(=S)NCc2cccs2)c1 do in these assays?
SRC3 TRFRET art: 1534; SRC1 TRFRET art: 1637

Results for CC(=O)Nc1ccc(CN2CCCC(C(=O)c3cccc(C(F)(F)F)c3)C2)cc1 (stereo not drawn) ?
SRC3 TRFRET art: 1869; SRC1 TRFRET art: 1532

How did COc1ccc(S(=O)(=O)N2CCOCC2)cc1NC(=O)c1cc2c(s1)CCCC2 do in these assays?
SRC3 TRFRET art: 1473; SRC1 TRFRET art: 1559

Results for CCCN1C(=O)C(O)(C2COC(C)(C)CC2=O)c2ccccc21 (stereo not drawn) ?
SRC3 TRFRET art: 1509; SRC1 TRFRET art: 1671

How did CCC(=O)c1ccc(OCc2ccc(C#N)cc2)cc1 do in these assays?
SRC3 TRFRET art: 1651; SRC1 TRFRET art: 1702

What do the screens show for `CCCP(=O)(CCC)CCP(=O)(c1ccccc1)c1ccccc1`?
SRC3 TRFRET art: 1410; SRC1 TRFRET art: 1864

What do the screens show for `O=C(Nc1ccccc1)OC1CCS(=O)(=O)C1` (stereo not drawn)?
SRC3 TRFRET art: 1527; SRC1 TRFRET art: 2047

Results for O=C(c1ccc(S(=O)(=O)N2CCC(c3nc4ccccc4[nH]3)CC2)cc1)N1CCOCC1 ?
SRC3 TRFRET art: 1426; SRC1 TRFRET art: 1690

What do the screens show for `C/C(=N\NC(=O)c1c(Cl)cnn1C)c1ccc(NC(=O)c2ccncc2)cc1`?
SRC3 TRFRET art: 1458; SRC1 TRFRET art: 1638

How did CCN(CC)S(=O)(=O)c1ccc(-c2csc(C)n2)cc1 do in these assays?
SRC3 TRFRET art: 1459; SRC1 TRFRET art: 1569

Results for O=C(Nc1nc2ccc(SC(F)F)cc2s1)c1ccc(NS(=O)(=O)c2ccc(F)c(F)c2)cc1 ?
SRC3 TRFRET art: 1722; SRC1 TRFRET art: 1875

How did CC(C)NS(=O)(=O)c1ccc(OCC(=O)N2CCc3ccccc3C2)cc1 do in these assays?
SRC3 TRFRET art: 1460; SRC1 TRFRET art: 1887

How did Cc1ccc(NC(=S)N2CCCCC2CO)cc1C (stereo not drawn) do in these assays?
SRC3 TRFRET art: 1516; SRC1 TRFRET art: 1833

What do the screens show for `Cc1ccc(NC(=S)NCc2ccccc2)cc1[N+](=O)[O-]`?
SRC3 TRFRET art: 1611; SRC1 TRFRET art: 1900

Results for CCOC(=O)CN1CC23C=CC(O2)C(C(=O)NCc2ccccc2OC)C3C1=O (stereo not drawn) ?
SRC3 TRFRET art: 1540; SRC1 TRFRET art: 1832

How did CN1CCN(C(=S)NC(=O)c2cccc(S(=O)(=O)N(C)C)c2)CC1 do in these assays?
SRC3 TRFRET art: 1584; SRC1 TRFRET art: 2085

Results for Nc1ncnc2c1ncn2[C@@H]1O[C@H](CO)C[C@@H]1O ?
SRC3 TRFRET art: 1604; SRC1 TRFRET art: 1721

How did Cc1ccc(-c2cnc3n2CCCCC3)cc1 do in these assays?
SRC3 TRFRET art: 1667; SRC1 TRFRET art: 1952

What do the screens show for `CCn1c2ccccc2n2c(=O)c(=O)n(CC(=O)N3CCN(c4ccccc4OC)CC3)nc12`?
SRC3 TRFRET art: 1771; SRC1 TRFRET art: 1964

How did COc1ccc(N2CC(O)=C(c3nc4ccccc4s3)C2=N)c(OC)c1 do in these assays?
SRC3 TRFRET art: 1416; SRC1 TRFRET art: 1872

What do the screens show for `CCOc1ccc(C(=O)NC(=S)N2CCN(c3ccc(C(F)(F)F)cc3[N+](=O)[O-])CC2)cc1`?
SRC3 TRFRET art: 1443; SRC1 TRFRET art: 1596

How did CN(C)S(=O)(=O)c1cc(NC(=O)COC(=O)C2COc3ccccc3O2)ccc1Cl (stereo not drawn) do in these assays?
SRC3 TRFRET art: 1551; SRC1 TRFRET art: 1876

What do the screens show for `CC(=O)/C(=C/N(C)C)C(=O)Nc1ccc(Cl)cc1Cl`?
SRC3 TRFRET art: 1573; SRC1 TRFRET art: 1888

Results for Cc1ccc(CNC(=O)CCc2ccccc2)cc1 ?
SRC3 TRFRET art: 1560; SRC1 TRFRET art: 1720

Results for CCN(CC)C1CCS(=O)(=O)C1 (stereo not drawn) ?
SRC3 TRFRET art: 1728; SRC1 TRFRET art: 1885

Results for CCOC(=O)C1(CCCc2ccccc2)CCN(Cc2ccn[nH]2)CC1 ?
SRC3 TRFRET art: 1490; SRC1 TRFRET art: 1549

How did NN(CCO)C(=S)Nc1ccc(Cl)cc1 do in these assays?
SRC3 TRFRET art: 1668; SRC1 TRFRET art: 1820

Results for Cc1ccc(N2C(=O)CC(Sc3ccccc3C(=O)O)C2=O)cc1 (stereo not drawn) ?
SRC3 TRFRET art: 1592; SRC1 TRFRET art: 1944

How did CCCc1nn(C)c(C(=O)Nc2cccc(C)c2)c1Cl do in these assays?
SRC3 TRFRET art: 1517; SRC1 TRFRET art: 1692

What do the screens show for `CCOc1ccc(/C=N/NC(=O)C(C)N(c2ccc(OC)cc2)S(C)(=O)=O)cc1OCC` (stereo not drawn)?
SRC3 TRFRET art: 1676; SRC1 TRFRET art: 1571

How did CC(C)(C)NC(=O)N1CCCC(C(=O)c2cccc(Cl)c2)C1 (stereo not drawn) do in these assays?
SRC3 TRFRET art: 1729; SRC1 TRFRET art: 1759

What do the screens show for `O=c1c2ccccc2n2c(-c3ccc(C(F)(F)F)cc3)nnc2n1Cc1ccccc1`?
SRC3 TRFRET art: 1271; SRC1 TRFRET art: 1602

Results for Cc1ccc(CN2CCN(C3CSCCSC3)CC2CCO)cc1 (stereo not drawn) ?
SRC3 TRFRET art: 1695; SRC1 TRFRET art: 1734

How did Cc1cc(C)n(-c2ccc(Cl)c(C(=O)Nc3ccc(-c4nnc5n4CCCCC5)cc3)n2)n1 do in these assays?
SRC3 TRFRET art: 1275; SRC1 TRFRET art: 1688

Results for O=C(Nc1ccsc1C(=O)N1CCCC1)c1ccccc1 ?
SRC3 TRFRET art: 1751; SRC1 TRFRET art: 1639

What do the screens show for `CC(=O)c1cccc(NC(=O)COC(=O)COc2c(Cl)cc(Cl)c3ccc(C)nc23)c1`?
SRC3 TRFRET art: 1748; SRC1 TRFRET art: 2135

How did CC(=O)Nc1ccc(OS(=O)(=O)c2ccccc2C)cc1 do in these assays?
SRC3 TRFRET art: 1511; SRC1 TRFRET art: 1710

What do the screens show for `O=c1c2cn[nH]c2nc(SCc2cc(=O)n3cc(Br)ccc3n2)n1-c1ccc(Br)cc1`?
SRC3 TRFRET art: 2853*; SRC1 TRFRET art: 3354*

What do the screens show for `CC(=O)C1=C(c2ccccc2)NC(=S)NC1c1cc(Cl)c(OC(C)C)c(Cl)c1` (stereo not drawn)?
SRC3 TRFRET art: 1711; SRC1 TRFRET art: 2122

How did CC(C)CNC(=O)CC(NCC(C)C)C(=O)O (stereo not drawn) do in these assays?
SRC3 TRFRET art: 1474; SRC1 TRFRET art: 1875

How did Nc1c(C(=O)c2ccc(Cl)cc2)sc2c1c(=O)[nH]c(=O)n2-c1ccccc1 do in these assays?
SRC3 TRFRET art: 1710; SRC1 TRFRET art: 1868

What do the screens show for `O=C(NCC1CCCO1)c1sc2ccccc2c1Cl` (stereo not drawn)?
SRC3 TRFRET art: 1711; SRC1 TRFRET art: 1928

How did CN(C)S(=O)(=O)c1cccc(NC(=O)CCSc2ccc(Cl)cc2)c1 do in these assays?
SRC3 TRFRET art: 1730; SRC1 TRFRET art: 1606

Results for O=C(Nc1ccc(N2CCOCC2)cc1)C1CC(=O)N(c2ccc(F)cc2)C1 (stereo not drawn) ?
SRC3 TRFRET art: 1730; SRC1 TRFRET art: 1693

Results for CCOC(=O)C1=C(C)OC(N)=C(C#N)C1c1c(C)nn(-c2ccccc2)c1Cl (stereo not drawn) ?
SRC3 TRFRET art: 1507; SRC1 TRFRET art: 1764

How did COc1ccccc1NC(=O)CN1C(=O)C(C)SC(C)C1=O (stereo not drawn) do in these assays?
SRC3 TRFRET art: 1596; SRC1 TRFRET art: 1816

Results for CCOCCOCN(C#N)c1nc(OC)nc(N(C)C)n1 ?
SRC3 TRFRET art: 1512; SRC1 TRFRET art: 1773

Next section; the last 7 above are carried over.
How did Nc1c(C(=O)c2ccc(Cl)cc2)sc2c1c(=O)[nH]c(=O)n2-c1ccccc1 do in these assays?
SRC3 TRFRET art: 1710; SRC1 TRFRET art: 1868

What do the screens show for `O=C(NCC1CCCO1)c1sc2ccccc2c1Cl` (stereo not drawn)?
SRC3 TRFRET art: 1711; SRC1 TRFRET art: 1928

How did CN(C)S(=O)(=O)c1cccc(NC(=O)CCSc2ccc(Cl)cc2)c1 do in these assays?
SRC3 TRFRET art: 1730; SRC1 TRFRET art: 1606

Results for O=C(Nc1ccc(N2CCOCC2)cc1)C1CC(=O)N(c2ccc(F)cc2)C1 (stereo not drawn) ?
SRC3 TRFRET art: 1730; SRC1 TRFRET art: 1693

Results for CCOC(=O)C1=C(C)OC(N)=C(C#N)C1c1c(C)nn(-c2ccccc2)c1Cl (stereo not drawn) ?
SRC3 TRFRET art: 1507; SRC1 TRFRET art: 1764

How did COc1ccccc1NC(=O)CN1C(=O)C(C)SC(C)C1=O (stereo not drawn) do in these assays?
SRC3 TRFRET art: 1596; SRC1 TRFRET art: 1816

Results for CCOCCOCN(C#N)c1nc(OC)nc(N(C)C)n1 ?
SRC3 TRFRET art: 1512; SRC1 TRFRET art: 1773

What do the screens show for `Cc1ccc(CN2C(=O)CSc3ccc(C(=O)NCCN4CCOCC4)cc32)cc1`?
SRC3 TRFRET art: 1379; SRC1 TRFRET art: 1681

Results for Cc1occc1C(=O)N1CCN(c2ccccc2)CC1 ?
SRC3 TRFRET art: 1572; SRC1 TRFRET art: 1671

Results for COc1cc2c(cc1NC(=O)CN(C)Cc1nc3ccccc3c(=O)[nH]1)oc1ccccc12 ?
SRC3 TRFRET art: 1410; SRC1 TRFRET art: 1482

How did O=C(CN(Cc1ccccc1)S(=O)(=O)c1cccc(C(F)(F)F)c1)NC1CCCCC1 do in these assays?
SRC3 TRFRET art: 1375; SRC1 TRFRET art: 1611

Results for Oc1ccc(Br)cc1C=Nc1ccc2c3c(cccc13)CC2 ?
SRC3 TRFRET art: 1778; SRC1 TRFRET art: 2243

What do the screens show for `CCOC(=O)C(C(=O)OCC)N(C#N)c1nc(N(C)C)nc(N(C)C)n1`?
SRC3 TRFRET art: 1311; SRC1 TRFRET art: 1961

How did COc1ccccc1OCCC(=O)Nc1cccc(S(=O)(=O)N2CCCCC2)c1 do in these assays?
SRC3 TRFRET art: 1760; SRC1 TRFRET art: 1879

How did CN(C(=O)COC(=O)c1cnc(Cl)c(Cl)c1)C1CCS(=O)(=O)C1 (stereo not drawn) do in these assays?
SRC3 TRFRET art: 1628; SRC1 TRFRET art: 1975

What do the screens show for `Cc1ccc([N+](=O)[O-])c2c1C(N1CCCCC1)C(C)(C)O2` (stereo not drawn)?
SRC3 TRFRET art: 1604; SRC1 TRFRET art: 1752

How did O=C(C1CCCN(S(=O)(=O)c2cccc3nsnc23)C1)N1CCCCCC1 (stereo not drawn) do in these assays?
SRC3 TRFRET art: 1585; SRC1 TRFRET art: 1657

How did CCOC(=O)c1sc(-c2ccccc2)cc1NC(=O)Nc1ccccc1 do in these assays?
SRC3 TRFRET art: 1715; SRC1 TRFRET art: 2043

How did Cc1ccc(S(=O)(=O)Nc2nsc(N)n2)cc1 do in these assays?
SRC3 TRFRET art: 1518; SRC1 TRFRET art: 2081

Quoted at random: 2 compounds from above
How did Cc1ccc(S(=O)(=O)Nc2nsc(N)n2)cc1 do in these assays?
SRC3 TRFRET art: 1518; SRC1 TRFRET art: 2081

What do the screens show for `Cc1ccc(CN2C(=O)CSc3ccc(C(=O)NCCN4CCOCC4)cc32)cc1`?
SRC3 TRFRET art: 1379; SRC1 TRFRET art: 1681

Further entries:
Results for O=C(CC1C(=O)NCCN1Cc1cccc(Oc2ccccc2)c1)NCCc1cscn1 (stereo not drawn) ?
SRC3 TRFRET art: 1634; SRC1 TRFRET art: 1562

What do the screens show for `COc1cccc(CN2CCN(C(=O)c3cc(-c4ccccn4)nc4ccc(Cl)cc34)CC2)c1`?
SRC3 TRFRET art: 1621; SRC1 TRFRET art: 2036

Results for CCN(CC)S(=O)(=O)c1ccc(Nc2nc3ccccc3n3nnnc23)cc1 ?
SRC3 TRFRET art: 1129; SRC1 TRFRET art: 1880

What do the screens show for `Cc1c(N=C2NC(=O)/C(=C/c3ccc(O)cc3)S2)c(=O)n(-c2ccccc2)n1C`?
SRC3 TRFRET art: 1505; SRC1 TRFRET art: 1679

How did CCC(=O)Nc1nnc(SCC(=O)NCCc2ccc(OC)c(OC)c2)s1 do in these assays?
SRC3 TRFRET art: 1505; SRC1 TRFRET art: 1661

How did CNC(=S)NNC(=O)c1sccc1C do in these assays?
SRC3 TRFRET art: 1716; SRC1 TRFRET art: 1810

What do the screens show for `COC(=O)c1ccncc1C(=O)Nc1ccc(OC)cc1`?
SRC3 TRFRET art: 1561; SRC1 TRFRET art: 1983

Results for COc1ccccc1NS(=O)(=O)c1ccc(Cl)c(NC(=O)CN2C(=O)c3ccccc3C2=O)c1 ?
SRC3 TRFRET art: 1643; SRC1 TRFRET art: 2000

Results for COc1cc(CCC(=O)OCC(=O)Nc2c(C)cc(C)cc2C)cc(OC)c1OC ?
SRC3 TRFRET art: 1551; SRC1 TRFRET art: 1605

Results for O=C(COC(=O)CNS(=O)(=O)/C=C/c1ccccc1)Nc1cc(S(=O)(=O)N2CCCCC2)ccc1Cl ?
SRC3 TRFRET art: 1689; SRC1 TRFRET art: 1487

How did CN(C)S(=O)(=O)c1ccc(C(=O)Oc2coc(CSc3ncccn3)cc2=O)cc1 do in these assays?
SRC3 TRFRET art: 1670; SRC1 TRFRET art: 1721

Results for CN(CCc1cn[nH]c1)C(=O)CC1C(=O)NCCN1Cc1ccccc1C(F)(F)F (stereo not drawn) ?
SRC3 TRFRET art: 1807; SRC1 TRFRET art: 1821

The list is partial; rates above refer to the full screens.
